High-throughput results as filed in PubChem.
LANA DNA inh – blocks KSHV LANA C-terminal domain binding to DNA; inhibition, % at 9 µM; actives 0.078% (n = 340,000); AID 504423; MBP-C-LANA/FAM-LBS DNA binding, fluorescence polarization;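 active means highest replicate inhibition at or above 60% at 9 µM, even if other replicates fall short; inactive means all replicates below 60% inhibition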;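 further: 0% = neutral control wells and 100% = 4 µM acridine orange control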
PvdQ acylase – P. aeruginosa PvdQ acylase inhibition. actives 0.063% (n = 340,000). inhibition, % at 10 µM. purified PvdQ acylase, fluorescence plate reader; in the data active means inhibition above about 30%, passing the limit was not always enough;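 further: 0% = vehicle neutral wells and 100% = reference inhibitor wells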
dFosB act – activators of mouse delta FosB homodimer; P13346; purified delta FosB, TAMRA-CDK5 oligo fluorescence polarization; percent of positive-control signal above neutral wells; activation, % at 25 µM; actives 0.99% (n = 340,000);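 active means mean activation above about 17%, with every replicate also reaching it, limit read from the data, passing the limit was not always enough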;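 further: fluorescence polarization rise as delta FosB binds a TAMRA Cdk5 AP-1 oligo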
Target sequence (P13346 whole entry, looked up): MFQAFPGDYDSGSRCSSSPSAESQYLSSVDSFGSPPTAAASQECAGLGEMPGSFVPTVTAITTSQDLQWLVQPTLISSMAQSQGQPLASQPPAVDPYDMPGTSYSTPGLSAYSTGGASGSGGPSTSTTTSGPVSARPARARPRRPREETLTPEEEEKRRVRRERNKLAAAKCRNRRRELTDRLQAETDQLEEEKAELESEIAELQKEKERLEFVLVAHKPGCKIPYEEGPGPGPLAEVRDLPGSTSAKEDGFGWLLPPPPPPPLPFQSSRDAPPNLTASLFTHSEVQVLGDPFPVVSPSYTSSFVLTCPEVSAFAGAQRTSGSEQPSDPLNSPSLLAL
CDK5 inh – CDK5/p35 (human) kinase inhibition. Recombinant CDK5/p35, ADP-Glo luminescence, 60 min. inhibition, % at 10 µM. actives 0.01% (n = 330,000). AID 488839;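 active means highest replicate inhibition of at least 50% and at least 75% of replicates reaching 50%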;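 further: plate controls were DMSO neutral control for no effect and GW8510 at 10 µM for full effect; many of its hits are not listed in these tables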
Rtt109 Vps75 – inhibitors of Candida albicans Rtt109/Vps75 histone acetyltransferase; purified Rtt109/Vps75, ThioGlo CoA-SH fluorescence, 4 h; actives 0.16% (n = 330,000); Q5AAJ8; inhibition, % at 34.9 µM;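 active means inhibition of at least 50% in every replicate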
Target sequence (Q5AAJ8 whole entry, looked up): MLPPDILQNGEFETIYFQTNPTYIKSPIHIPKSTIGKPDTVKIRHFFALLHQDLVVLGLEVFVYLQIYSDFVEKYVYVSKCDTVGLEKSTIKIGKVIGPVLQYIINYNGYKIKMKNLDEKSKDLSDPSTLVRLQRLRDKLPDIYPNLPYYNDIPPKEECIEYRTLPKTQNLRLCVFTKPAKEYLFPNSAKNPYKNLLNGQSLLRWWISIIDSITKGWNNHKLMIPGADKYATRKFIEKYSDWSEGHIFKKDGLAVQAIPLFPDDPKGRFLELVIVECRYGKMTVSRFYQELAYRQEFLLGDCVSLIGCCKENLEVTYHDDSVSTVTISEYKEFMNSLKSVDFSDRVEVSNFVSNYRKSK
Cardiac RTF inh – cardiac RTF calcium desensitization; IANBD-labeled cardiac RTF, Ca2+ fluorescence; inhibition, % at 7.15 µM; actives 0.12% (n = 340,000); AID 493244;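 active means inhibition above the mean inhibition of all tested compounds plus 3 SD, cut at about 17% in these data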;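 further: assay run at fixed EC70 calcium of 1.6 mM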
Mot1-301 SUMO – inhibitors of SUMOylation pathway: yeast Mot1-301 growth rescue. growth rescue, % at 18.8 µM. actives 1% (n = 320,000). S. cerevisiae Mot1-301 growth rescue, ATP luminescence, 38.5C; percent above DMSO median, 100 means doubled. AID 2716;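 active means every valid replicate shows activation above 250% relative to neutral control wells; inactive means the rest, any valid replicate at or below 250%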;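 further: OY570 slx delta 5 strain wells were the positive control but not used for scaling; some compounds called inactive have numbers as strong as hits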
RTF Ca sens act – cardiac RTF calcium sensitization; P19429+P45379; activation, % at 7.2 µM; IANBD-labeled TnC RTF fluorescence at EC20 calcium; 0% EC20 calcium, 100% full calcium; actives 0.24% (n = 340,000);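 active means activation above the mean over all tested compounds plus 3 SD, cut at about 30% in these data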;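 further: rise in fluorescence read as greater calcium sensitivity of cardiac thin filaments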
PfHsp90 yeast 2 – inhibits growth of yeast expressing Plasmodium falciparum Hsp90 | S. cerevisiae expressing PfHsp90, BacTiter-Glo ATP, 48 h; yeast lacking PDR1 and PDR3 efflux regulators | inhibition, % at 9.4 µM | actives 0.32% (n = 310,000) | AID 504621;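 active means every replicate shows inhibition above about 80%, whatever the replicate mean, limit read from the data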;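 further: 0% = DMSO neutral controls and 100% = 20 µM radicicol positive controls; yeast relying on Plasmodium falciparum Hsp90 in place of its own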
NSD2 inh – blocks human histone methyltransferase NSD2; O96028; NSD2 peptide methylation, AlphaScreen, 120 min; inhibition, % at 12.5 µM; actives 0.54% (n = 310,000); in the data active means inhibition above about 50%
Keap1-Nrf2 PPI – Keap1-Nrf2 (human) interaction inhibition; inhibition, % at 9.4 µM; Keap1 Kelch-Nrf2 peptide fluorescence polarization, 1536-well; actives 0.15% (n = 340,000); Q14145; in the data active means inhibition above about 12%;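 further: human Keap1 Kelch domain with fluorescein labeled Nrf2 9mer peptide probe; 0% = neutral control wells and 100% = peptide positive control; higher means more block of Keap1 binding to Nrf2 peptide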
An asterisk follows results filed as active; . = no result given.

SMILES	LANA DNA inh	PvdQ acylase	dFosB act	CDK5 inh	Rtt109 Vps75	Cardiac RTF inh	Mot1-301 SUMO	RTF Ca sens act	PfHsp90 yeast 2	NSD2 inh	Keap1-Nrf2 PPI
COc1cc(CN2CCN(C(=O)c3ccc(-c4ccccc4)cc3)CC2)cc(OC)c1OC	1.4	1	-8	-1.9	12	5	-8	2	0	2	-1
O=C(NC1=NCCS1)C1COc2ccccc2O1 (centres undefined)	1.7	-10	-6	0.7	-1	-7	77	-3	-6	.	0
CC(NC(=O)NC(=O)c1ccc(Cl)cc1)c1ccccc1 (centres undefined)	-0.1	3	1	-1.5	13	3	28	-3	17	0	-3
Cc1cc(C)c(C(=O)COC(=O)C2CCN(c3ccc(C(F)(F)F)cn3)CC2)c(C)c1	-0.4	6	-6	-1.9	-14	1	18	-2	-5	-2	-5
CC1CC(C)CN(C(=O)c2ccc(CSc3nc4ccncc4[nH]3)cc2)C1 (centres undefined)	-0.6	-10	-8	0.5	-2	-5	-2	-3	27	.	-3
O=C(NCC(=O)N1CCN(Cc2ccc3c(c2)OCO3)CC1)c1ccccc1F	6.5	-7	-1	-0.7	7	0	-1	4	11	-1	1
CCNC(=O)CN(Cc1ccccc1)S(=O)(=O)c1ccccc1	-1.0	13	1	4.5	-6	-17	0	4	-24	-1	-1
NC(=O)c1ccc(-n2nnnc2Oc2ccccc2C(=O)N2CCOCC2)cc1	0.2	11	-2	-1.2	5	1	119	-5	2	2	1
CN(CC(=O)Nc1ccc(Cl)c(C(F)(F)F)c1)C(=O)c1cc(=O)c2ccccc2o1	-2.5	-4	33*	-1.6	2	-3	-1	-1	6	23	4
Cc1ccc(CSc2nnc(-c3ccccn3)n2C)cc1	0.1	-15	-5	0.4	3	-7	122	2	-25	0	3
CCOc1ccc(S(=O)(=O)N2CCCC(C(=O)NC3CC3)C2)cc1Cl (centres undefined)	0.5	2	0	-0.5	13	-5	238	3	.	-2	5
CCn1c(CNC(=O)Cc2ccc(OC)cc2)nnc1SCC(=O)Nc1ccc(C(=O)O)cc1	2.6	-5	-4	-0.2	0	-3	5	0	1	4	0
NC(=O)C1Cc2ccccc2CN1C(=O)c1cc(C2CC2)nn1-c1ccccc1 (centres undefined)	-3.7	-14	-3	-1.4	8	-7	4	2	7	3	0
COc1ccc(CCNCC(=O)Nc2ccc(C)c(Br)c2)cc1OC	4.7	-18	-2	-0.1	5	0	9	1	3	2	-1
COc1ccc(CCNC(=O)COC(=O)Cc2cc(OC)c(OC)c(OC)c2)cc1	-0.9	7	-7	6.1	1	-12	-3	6	11	-2	1
CCN(CC)CCCNC(=O)c1nn2c(C(F)(F)F)cc(-c3ccccc3)nc2c1Cl	0.1	-13	-7	-7.5	-4	0	14	4	17	17	-7
O=C1CCC(=O)N1N1C(=O)C2C3c4ccccc4C(c4ccccc43)C2C1=O (centres undefined)	0.0	6	3	0.6	2	4	19	-2	-14	-1	-5
COc1ccc(Nc2ccc(N3C(=O)CCCC3=O)cc2[N+](=O)[O-])cc1OC	-2.2	-10	5	-0.4	7	2	-30	-4	20	13	1
CC(C)(C)c1ccc(OCCC(=O)OCC(=O)NC2CCCCC2)cc1	-0.3	-1	-16	-0.4	4	-11	-19	5	-27	0	0
CCC(=O)/C=C1/Sc2ccc(OC)cc2N1CC	-1.7	-11	-2	-1.0	16	-2	9	-7	-46	3	-4
CCOc1ccc(NC(=O)COC(=O)Cc2ccc(S(=O)(=O)N3CCOCC3)s2)cc1	-0.6	1	-5	0.3	-12	-3	23	6	-1	.	-9
CC(=O)NCCC(=O)Nc1nc(-c2ccc3c(c2)OCCO3)cs1	-0.6	2	-2	-0.9	3	-2	309	0	-8	-2	0
COc1cccc(C2C(C(=O)c3sc(C)nc3C)=C(O)C(=O)N2CCN2CCOCC2)c1OC (centres undefined)	2.9	3	3	0.0	0	-4	12	-3	1	1	-8
NC(N)=NC1=NC(=O)C(Cc2ccccc2Cl)S1 (centres undefined)	0.1	-11	-2	-0.4	-7	-2	-12	-2	-7	-2	-8
COc1ccc(NC(=O)CSc2nnc(NC(=O)c3ccccc3C(=O)O)s2)cc1	-1.4	-3	-15	-0.6	-1	-6	10	1	7	1	-2
COC(=O)c1cc(OCC(=O)NC2CCCc3ccccc32)cc(C(=O)OC)c1 (centres undefined)	1.8	-15	-13	0.2	-5	3	5	-2	-18	9	-4
O=C(Oc1ccccc1/C=C\C(=O)c1cc2ccccc2o1)c1ccccc1	0.6	-10	-9	0.5	3	4	8	3	14	0	-6
O=c1oc2ccccc2c(O)c1C=NCc1ccccn1	-1.1	-13	-7	1.9	0	-1	.	1	-30	-5	-4
O=C(OCc1ccccc1)c1ccc(Br)o1	0.0	11	2	-1.1	21	1	6	0	3	.	-2
O=C(CN1C(=O)c2cccnc2Oc2ccc(Cl)cc21)N1CCOCC1	0.2	-11	4	-0.2	-8	-1	64	7	3	-2	2

Just PfHsp90 yeast 2 and Rtt109 Vps75, for some of the entries so far:
structure	PfHsp90 yeast 2	Rtt109 Vps75
O=C(Oc1ccccc1/C=C\C(=O)c1cc2ccccc2o1)c1ccccc1	14	3
O=c1oc2ccccc2c(O)c1C=NCc1ccccn1	-30	0

The listing picks up; the 6 compounds before the break are reprinted first.
SMILES	LANA DNA inh	PvdQ acylase	dFosB act	CDK5 inh	Rtt109 Vps75	Cardiac RTF inh	Mot1-301 SUMO	RTF Ca sens act	PfHsp90 yeast 2	NSD2 inh	Keap1-Nrf2 PPI
COc1ccc(NC(=O)CSc2nnc(NC(=O)c3ccccc3C(=O)O)s2)cc1	-1.4	-3	-15	-0.6	-1	-6	10	1	7	1	-2
COC(=O)c1cc(OCC(=O)NC2CCCc3ccccc32)cc(C(=O)OC)c1 (centres undefined)	1.8	-15	-13	0.2	-5	3	5	-2	-18	9	-4
O=C(Oc1ccccc1/C=C\C(=O)c1cc2ccccc2o1)c1ccccc1	0.6	-10	-9	0.5	3	4	8	3	14	0	-6
O=c1oc2ccccc2c(O)c1C=NCc1ccccn1	-1.1	-13	-7	1.9	0	-1	.	1	-30	-5	-4
O=C(OCc1ccccc1)c1ccc(Br)o1	0.0	11	2	-1.1	21	1	6	0	3	.	-2
O=C(CN1C(=O)c2cccnc2Oc2ccc(Cl)cc21)N1CCOCC1	0.2	-11	4	-0.2	-8	-1	64	7	3	-2	2
COc1ccc(Cn2c(C3CC3)nc3ccc(NC(=O)c4ccco4)cc3c2=O)cc1	1.2	-4	-19	-0.9	3	1	-1	-2	11	.	1
Cc1ccc(C2(c3ccccc3)NC(=O)N(CC(=O)NCc3ccco3)C2=O)cc1C (centres undefined)	-0.1	7	-5	-0.8	12	0	-2	1	-11	-2	3
Cc1ccc(C(=O)Nc2cccc(C(F)(F)F)c2)cc1NC(=O)c1cnnc2ccccc12	-1.9	-12	-4	-0.2	-7	2	-4	2	8	.	-2
COc1ccc(OCCCC(=O)OCC(=O)Nc2ncc(Cl)cc2Cl)cc1	7.0	4	-12	1.1	1	-9	.	5	.	2	3
CCCCn1c(-c2cccc(C)c2)nc2cc3[nH]c(=O)c(C(C)C)nc3cc21	-2.1	-30	4	-6.3	-2	-10	-29	2	13	.	-7
O=C(COc1cccc(Cl)c1)Nc1nc(-c2ccc(S(=O)(=O)N3CCOCC3)cc2)cs1	0.2	-21	-4	0.4	8	-5	.	8	-7	-1	0
O=C(Oc1ccc2ccccc2c1Cl)N1CCCC1	-1.7	11	-3	-0.5	3	-11	7	0	-30	4	5
N#Cc1cccc(NC(=O)c2ccccc2C(=O)O)c1	2.5	-13	-1	1.5	-3	-11	-13	-5	.	-4	-1
NCC(c1ccccc1Cl)c1c[nH]c2ccccc12 (centres undefined)	-2.2	-10	9	0.4	-2	-2	-8	-10	-6	3	-4
Fc1ccc(-c2nc3ccccc3[nH]2)cc1	-1.7	7	-9	6.0	22	-20	-9	-2	.	14	-4
COc1cccc(-c2cn3nc4c(nc3n2)CCCC4)c1	1.0	-5	-1	2.2	-11	-4	.	5	20	-1	-1
CC(=O)C1=C(C)NC(=O)NC1c1cccs1 (centres undefined)	0.2	12	-4	2.7	1	-7	-12	2	-16	-1	1
CC1(C)NC(=O)N(CC(=O)OCC(=O)c2ccc(Br)s2)C1=O	2.4	-10	-6	-1.0	-4	-6	4	0	-7	3	3
COc1ccccc1NC(=O)CN1CCN(c2ccccc2OC)CC1	1.1	-21	-13	1.4	6	-16	-10	6	-14	-1	-3
CCSc1nnc2c(n1)[nH]c1c(C)cccc12	-0.8	-3	-35	-2.3	.	-2	14	-5	4	11	1
COc1ccc2nc(NC(=O)CCNS(=O)(=O)c3ccc4c(c3)oc(=O)n4C)sc2c1	0.2	-3	-8	-1.6	2	-6	-22	4	9	6	-2
